M. tuberculosis: growth inhibition of non-replicating M. tuberculosis (AID 488890). 320,000 compounds, 0.39% hits. Mycobacterium tuberculosis non-replicating, growth inhibition; higher % means a stronger effect. one-dose inhibition, % at 25 µM; IC50 in µM for titrated hits; in the data active = a potency from the dose series; inconclusive = inhibition mostly from about 82% at the one dose, without a potency; inactive = the rest, 99 in 100 with inhibition below about 76%;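 also: plate controls were DMSO cells for no effect and high antibiotic wells for full effect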
influenza NS1A: H1N1 influenza NS1A inhibitors, functional cell based assay (AID 504329); 340,000 compounds, 0.3% hits; inhibition, % at 12.5 µM, or IC50 in µM where a hit was titrated; NS1A functional cell-based assay, percent inhibition; higher % means a stronger effect; in the data active = a potency from the dose series; inconclusive = inhibition above about 27% without an active follow-up result; also: strong numbers were not always called active
VEEV TC-83 Vero: inhibitors of VEEV TC-83 cytopathic effect, confirmation, Vero cells (AID 588727). Vero cells, VEEV TC-83 cytopathic effect inhibition; higher % means a stronger effect. 350,000 compounds, 0.13% hits. inhibition, % at 20 µM; hits with a dose series show IC50 in µM; in the data active = a potency from the dose series; inconclusive = inhibition mostly from about 14% at the one dose, without a potency; inactive = the rest, 99 in 100 with inhibition below about 12%; also: strong numbers were not always called active
H37Rv inhibition: M. tuberculosis growth inhibition, HTS (AID 449762); 330,000 compounds, 0.59% hits; M. tuberculosis H37Rv growth inhibition, 7H9 media; higher % means a stronger effect; inhibition, % at 25 µM; hits with a dose series show IC50 in µM; in the data active = a potency from the dose series; inconclusive = inhibition above about 70% without an active follow-up result;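 also: bacterial growth assessed after seven days of incubation; strong numbers were not always called active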
PhoP GFP inhibition: PhoP regulon inhibitors, Salmonella typhi PhoP promoter GFP reporter, confirmatory (AID 1850); Salmonella Typhi PhoP-promoter GFP reporter, fluorescence, 4 h; higher % means a stronger effect; 310,000 compounds, 0.33% hits; one-dose inhibition, % at 50 µM; IC50 in µM for titrated hits; in the data active = a potency from the dose series; inconclusive = inhibition mostly from about 25% at the one dose, without a potency; inactive = the rest, 99 in 100 with inhibition below about 19%;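 also: 0% = induced wells with vehicle and 100% = uninduced wells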
VEEV TC-83 Vero 10K pilot screen: also measured in VEEV TC-83 Vero; calls as there; inhibition, %; measured here: 10K pilot screen inhibition
Numbers without * were called inactive; i = inactive; ? = inconclusive; · = no result given. An unsorted share of the library; about 1.5% have a hit in one of these screens.

SMILES	M. tuberculosis	influenza NS1A	VEEV TC-83 Vero	H37Rv inhibition	PhoP GFP inhibition	others
O=C1CC(C(=O)N(CC2CCCO2)C(C(=O)NC2CCCCC2)c2ccncc2)CS1 (centres undefined)	11%	-12%	i	-12%	3%
COc1ccc(CC(=O)Nc2ccc3c(C(F)(F)F)cc(=O)oc3c2)cc1OC	-21%	4%	0.2%	?	2%
CCNC(=O)CCc1nc(-c2ccc(C)cc2)no1	36%	-20%	1.0%	1%	9%
O=P(CCc1ccccc1)(c1ccccc1)c1ccccc1	·	2%	1.1%	·	·
Cc1ccc(NC(=S)c2ccc(N(C)C)cc2)cc1	21%	26%	0.5%	7%	-4%
CCN(C(=O)c1nn(-c2ccc(OC)cc2)c(=O)c2c1c1ccccc1n2C)c1ccc(OC)cc1	-4%	-3%	2.2%	5%	-2%
COc1cc2[nH]c(=O)n(Cc3ccc(C(=O)NC4CCN(Cc5ccccc5)CC4)cc3)c(=O)c2cc1OC	16%	-12%	1.0%	25%	-5%
COC(=O)c1c(N)n(Cc2ccc(OC)cc2)c2nc3ccccc3nc12	36%	-6%	8.1%	6%	-8%
CCOC(=O)c1c(C)c(C(=O)Nc2ccccc2)c(C)n1CC	14%	-3%	5.0%	2%	0%	VEEV TC-83 Vero 10K pilot screen=3.8
COC(=O)C1=C(c2ccc(OC)c(OC)c2)C[C@@H]2CC[C@H]1N2C(=O)NCCNC(C)=O	8%	4%	0.2%	-7%	·
COc1ccc(CN=Cc2c(C(F)(F)F)[nH][nH]c2=O)cc1	-20%	-2%	1.7%	1%	8%
CN(C)S(=O)(=O)c1cccc(NC(=O)c2cncc(Br)c2)c1	-11%	3%	1.1%	0%	-5%
O=C(/C=C/C(=O)NCc1cccs1)NCc1cccs1	-11%	-2%	i	6%	2%
O=C(CCN1C(=O)c2ccccc2S1(=O)=O)Nc1cc(Cl)ccc1Cl	-20%	-29%	0.9%	-1%	11%
Cc1cc(C(=O)NNC(=O)c2ccccc2F)c2ccccc2n1	-8%	-12%	2.1%	-10%	·
Cc1cccc(C)c1OCC(O)CN1CCCCC1 (centres undefined)	3%	-14%	1.8%	2%	7%
O=C1/C(=C/c2ccsc2)N2CCC1CC2	12%	-9%	4.1%	-5%	5%
O=C(NCc1ccco1)C12CC3CC(C1)CC(C(=O)NCc1ccco1)(C3)C2	-9%	3%	i	-13%	7%
O=C(CCCCC(=O)NN=Cc1ccc(Cl)cc1)NN=Cc1ccc(Cl)cc1	·	-1%	4.6%	·	·
O=C(NCc1ccccn1)c1cc(-c2ccccc2Cl)on1	·	-1%	4.3%	-4%	-11%
Cc1nnc(SCc2nnc(-c3cccs3)o2)n1C1CCCCC1	4%	-4%	2.0%	-7%	2%
CCC(C)(C)n1nnnc1C(c1cc2cc3c(cc2[nH]c1=O)OCO3)N1CCN(C)CC1 (centres undefined)	-14%	-1%	2.3%	-3%	-6%	VEEV TC-83 Vero 10K pilot screen=1.2
Cc1sc2nc(CSC(C)C(=O)Nc3ccccn3)[nH]c(=O)c2c1C (centres undefined)	0%	-11%	2.2%	-7%	·
O=C(/C=C/c1cccc2ccccc12)N1CCOCC1	9%	-18%	2.5%	3%	-4%
CCCCNC(=O)Cc1c(OC)ccc2cc(Br)ccc12	-5%	-6%	0.4%	0%	-4%
O=C(Cn1ncc2c3ccccc3n(Cc3cccc(Cl)c3)c2c1=O)N1CCC2(CC1)OCCO2	24%	3%	5.0%	3%	-10%
CCN1CCCC1CNC(=O)C(=O)Nc1ccccc1 (centres undefined)	-6%	8%	0.5%	-7%	11%
CN(C)[C@@H]1C(=O)C(C(N)=O)=C(O)[C@@]2(O)C(=O)C3=C(O)c4c(O)ccc(Cl)c4[C@@](C)(O)C3C[C@@H]12 (some centres undefined)	·	-2%	1.7%	·	?
c1cncc(C2Nc3ccccc3-c3nc4ccccc4n32)c1 (centres undefined)	16%	2%	0.7%	-5%	5%
O=C(Nc1nnc(SCc2ccc(F)cc2)s1)C1=COCCO1	30%	-8%	0.6%	0%	·
COc1ccc(C(=O)NN=C2CCCC2)cc1	-6%	-6%	i	8%	2%
COc1ccccc1OCCNC(=O)c1c(-c2ccccc2Cl)noc1C	26%	-7%	6.2%	-3%	-8%
COc1cccc(-c2cc(C(=O)N3CCN(S(=O)(=O)c4ccccc4)CC3)[nH]n2)c1	28%	9%	9.2%	-9%	1%
O=[N+]([O-])c1cc(-c2nnc(N3CCOCC3)c3ccccc23)ccc1N1CCOCC1	13%	-2%	2.2%	0%	-3%
Cc1c(C(=O)N(C)C(C)c2ccncn2)oc2c(F)cccc12 (centres undefined)	-2%	-14%	0.3%	-3%	0%
COc1cc(C)c(Br)cc1S(=O)(=O)NCc1ccccc1	-1%	-15%	0.3%	-3%	-7%
Cc1nc(NC(=O)c2ccco2)sc1C(=O)O	2%	4%	i	-2%	2%
COc1ccc(C2CC(=O)C(C=NCC(C)C)=C(O)C2)cc1 (centres undefined)	31%	-25%	1.1%	5%	1%
C=C1CCN([C@H](C(=O)NCc2ccc(OC)cc2)C(C)C)S(=O)(=O)c2ccccc21	11%	0%	0.8%	3%	-3%
COc1ccc(C2C(C#N)=C(N)N(Nc3ccccc3)C3=C2C(=O)CC(C)(C)C3)cc1C (centres undefined)	40%	16%	9.3%	-6%	3%
Cc1ccc(S(=O)(=O)N2CCC(c3nnc(SCCN4CCCC4)n3C)CC2)cc1	-14%	1%	1.4%	7%	0%
Cc1ccc(C(=O)Nc2ccc(C(=O)N3CCCCC3C)cc2)cc1 (centres undefined)	-2%	-9%	1.2%	6%	3%
COCCN(C(=O)c1ccc(N2CCCC2=O)cc1)c1c(N)n(CC(C)C)c(=O)[nH]c1=O	-4%	-6%	0.4%	-6%	·
OCC1CCCN(C2CCN(Cc3nc(Cc4cccc(C(F)(F)F)c4)no3)CC2)C1 (centres undefined)	14%	15%	1.7%	-1%	5%
CC(Oc1ccc(F)cc1)C(=O)Nc1ccc(N2CCOCC2)cc1N1CCOCC1 (centres undefined)	6%	-2%	4.9%	-12%	-7%
Cc1ccc(CNS(=O)(=O)c2ccc([N+](=O)[O-])cc2)cc1	-5%	-3%	i	-1%	9%
CC(NC(=O)Nc1ccccc1F)C(C)(C)C (centres undefined)	14%	7%	i	8%	-1%
CCNC(=S)NNc1nc(N2CCCCC2)nc(N2CCOCC2)n1	5%	6%	0.6%	1%	6%
NNC(=O)CNc1cccc(Br)c1	-9%	3%	1.1%	4%	-4%
COc1cccc(CN(C)C(=O)C23CC4CC(CC(C4)C2)C3)c1	69%	14%	0.1%	8%	-3%

Sorted by count of non-hydrogen atoms (low to high): 3 of the compounds above.
SMILES	M. tuberculosis	influenza NS1A	VEEV TC-83 Vero	H37Rv inhibition	PhoP GFP inhibition	others
NNC(=O)CNc1cccc(Br)c1	-9%	3%	1.1%	4%	-4%
COc1cccc(CN(C)C(=O)C23CC4CC(CC(C4)C2)C3)c1	69%	14%	0.1%	8%	-3%
CC(Oc1ccc(F)cc1)C(=O)Nc1ccc(N2CCOCC2)cc1N1CCOCC1 (centres undefined)	6%	-2%	4.9%	-12%	-7%

Remaining list, next part
SMILES	M. tuberculosis	influenza NS1A	VEEV TC-83 Vero	H37Rv inhibition	PhoP GFP inhibition	others
Cc1ccccc1NC(=O)Cn1c(=O)n(C)c2ccccc21	0%	-2%	2.3%	-20%	-9%
COc1ccc(C2=NN(CCC(=O)NCc3ccc4c(c3)OCO4)C(=O)CC2)cc1	7%	5%	i	8%	-2%
COc1ccccc1NC(=S)N1CCN(C(=O)C2CCCO2)CC1 (centres undefined)	7%	-4%	i	5%	-9%
Cc1cccc(Cc2nnc(CCC(=O)N(C)C3CCOC3)o2)c1 (centres undefined)	-7%	-13%	0.1%	-12%	-4%
CC(C)CCNC(=O)CN(Cc1ccc2c(c1)OCO2)C(=O)CCC(=O)Nc1ccccn1	-7%	4%	6.0%	-6%	4%
CCOC(=O)c1ccc(NC(=O)CNC(=O)c2ccccc2)cc1	10%	-3%	3.7%	-11%	0%
O=C(C1=C(O)C(=O)N(CCN2CCOCC2)C1c1ccccc1)c1cccs1 (centres undefined)	1%	-5%	2.7%	9%	0%
Fc1cccc(C2CC(c3cccc(Br)c3)Nc3nnnn32)c1 (centres undefined)	41%	-8%	2.0%	-1%	3%
Cc1cc(C)n(C(C)CNS(=O)(=O)c2ccc(Cl)cc2)n1 (centres undefined)	1%	-4%	i	5%	9%
Cc1ccc(-c2nc(=S)c3c(n2CCN2CCOCC2)CC(C)(C)OC3)cc1	-6%	-10%	0.7%	-1%	10%
CCC(=O)Nc1ccc(C(=O)NNC(=O)c2ccccc2)cc1	-1%	-1%	0.6%	-4%	-1%
O=C(Cc1ccc(NC(=O)C2CCN(C(=O)C3CCC3)CC2)cc1)Nc1cccc(C(=O)N2CCCC2)c1	·	-17%	0.1%	·	·
Cc1cc(Oc2ccc(=O)n(C)n2)nc(SCc2ccccc2)n1	20%	14%	0.9%	2%	-16%
CCCOc1ccc(CSc2n[nH]c(C)n2)cc1	-8%	-21%	2.6%	3%	3%
COc1ccc(/C=C/c2nc(-c3ccccc3O)n(-c3ccccc3)n2)cc1	16%	13%	0.2%	11%	-1%
CC(=O)N1CCN(c2ccc(NC(=O)c3ccccc3)cc2)CC1	-20%	1%	0.9%	2%	-2%
COC(=O)[C@@]1(Cc2ccc(F)cc2)[C@H]2c3cc(C(=O)N(C)C)n(Cc4c(CO)[nH]cc(C)c4=O)c3C[C@H]2CN1C(=O)c1ccccc1	22%	·	·	8%	12%
CCc1ccc(-c2csc(-c3c[nH]c4ccccc34)n2)cc1	51%	20%	i	11µM*	-4%
Nc1nonc1C(=O)NCCNS(=O)(=O)c1ccc(Br)cc1	21%	4%	0.5%	3%	8%
CCOc1ccc(S(=O)(=O)N(C)C2CCCCC2)cc1	37%	-8%	0.9%	-3%	7%

Three entries picked at random from those above, as already listed:
SMILES	M. tuberculosis	influenza NS1A	VEEV TC-83 Vero	H37Rv inhibition	PhoP GFP inhibition	others
O=C(/C=C/c1cccc2ccccc12)N1CCOCC1	9%	-18%	2.5%	3%	-4%
Cc1c(C(=O)N(C)C(C)c2ccncn2)oc2c(F)cccc12 (centres undefined)	-2%	-14%	0.3%	-3%	0%
COc1cccc(-c2cc(C(=O)N3CCN(S(=O)(=O)c4ccccc4)CC3)[nH]n2)c1	28%	9%	9.2%	-9%	1%

More records
SMILES	M. tuberculosis	influenza NS1A	VEEV TC-83 Vero	H37Rv inhibition	PhoP GFP inhibition	others
Cc1ccc(S(=O)(=O)Nc2cccc(-c3cn4ccsc4n3)c2)cc1	9%	3%	1.8%	-1%	3%	VEEV TC-83 Vero 10K pilot screen=0.4
CCOC(=O)C1CCN(C(=O)CSCCSCC(=O)N2CCC(C(=O)OCC)CC2)CC1	6%	0%	0.3%	-8%	-5%
CC(=O)c1ccc(N2CCN(S(=O)(=O)c3cc(-c4cc(C)no4)ccc3C(C)C)CC2)cc1	6%	1%	0.7%	7%	3%
Cc1cc(NC(=O)c2ccccc2)n(-c2nc3ccccc3[nH]2)n1	·	-7%	1.4%	?	-1%
CC(=O)Nc1ccc(NC(=O)CSc2nnc(-c3ccc4c(c3)OCO4)o2)cc1	·	-1%	i	-5%	·
O=C(CN1CCOCC1)NNC(=S)Nc1ccccc1	-8%	6%	1.7%	-6%	-1%
COc1cccc(CNCCc2c[nH]c3ccccc23)c1	8%	-2%	i	7%	13%
CC1(C)CC(C)(c2ccc(O)cc2O)N(c2ccc3ccccc3c2)C(=S)N1 (centres undefined)	69%	13%	7.0%	4%	-3%
CC1CCN(S(=O)(=O)c2ccc(S(=O)(=O)NCc3ccccc3)cc2)CC1	-23%	-6%	i	-8%	-3%
CCOc1ccc(OCC)c(NC(=O)CNS(=O)(=O)c2cccs2)c1	24%	-3%	3.6%	1%	6%
Cc1cccc(C(=O)NC(C)C(=O)NC(c2nc3ccccc3[nH]2)C(C)C)c1 (centres undefined)	17%	-6%	4.5%	2%	·
O=C(NCC(c1ccco1)N1CCc2ccccc2C1)C(=O)Nc1ccccc1F (centres undefined)	29%	-14%	2.0%	56%	4%
Cc1c(Cl)cccc1NC(=O)NCc1cccnc1	-4%	-3%	0.6%	1%	7%
CCCCCCCOC(=O)c1ccc(OC(=O)c2cccnc2)cc1	?	-10%	2.7%	-6%	-3%
CCC1Sc2ccc(S(=O)(=O)CCC(=O)Nc3ccc(C(=O)OC)cc3)cc2NC1=O (centres undefined)	19%	2%	5.5%	5%	-3%
Cc1ccc(C(=O)n2c3ccccc3c3ccccc32)cc1	3%	-1%	4.3%	-1%	3%
